Anesthetic bind – binds horse apoferritin like a general anesthetic | apoferritin/1-aminoanthracene competitive binding, fluorescence | Potency, µM (doses to about 77.5 µM), for the others: at the top dose activity change, negative = displacement, usual class: inhibitors | hit rate 0.074% among 350,000 | AID 485281; further: potency means the concentration at half of the fitted maximal effect; on the % scale 0 is the no-effect control and ±100 the full control effect; nearly all actives have a fitted effect of over 20% in size
Target sequence (P02791 2-175 limits assumed): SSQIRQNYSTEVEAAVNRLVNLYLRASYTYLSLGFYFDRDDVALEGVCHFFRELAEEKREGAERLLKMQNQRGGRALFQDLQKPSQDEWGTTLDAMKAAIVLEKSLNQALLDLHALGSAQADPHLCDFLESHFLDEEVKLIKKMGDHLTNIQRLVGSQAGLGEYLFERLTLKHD
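Apoferritin-based anesthetic binding model; compound displacement of fluorescent 1-AMA measured as endpoint fluorescence after 10 minutes at room temperature, scaled to free-ligand and complex controls.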
Pol eta inh – inhibitors of human DNA polymerase eta. Q9Y253. recombinant Pol eta, fluorescent DNA replication assay. Potency, µM (doses to about 114 µM), inactives show at the top dose activity change, negative = inhibition, most hits filed as inhibitors. hit rate 1.2% among 390,000; further: potency means the concentration at half of the fitted maximal effect; on the % scale 0 is the no-effect control and ±100 the full control effect
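Fluorescent replication assay: 50 nM final substrate added after a 15 min room-temperature compound preincubation with 10 nM enzyme. Signal taken at 0 min and again at 10 min.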
APEX1 inh – blocks human APE1 abasic DNA cleavage; Potency, µM (titrated, usually from 65.8 µM), inactives show at the top dose activity change, negative = inhibition, actives largely listed as inhibitors; hit rate 0.35% among 350,000; recombinant APE1, TAMRA/BHQ-2 abasic DNA cleavage fluorescence; P27695; AID 2517;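 further: potency means the concentration at half of the fitted maximal effect; plate controls were vehicle for no effect and reference inhibitor for full effect; nearly all actives have a fitted effect of over 55% in size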
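APE1 at 0.75 nM preincubated 15 min at room temperature with compound. Reaction then started with 50 nM double-stranded THF-abasic substrate labelled with TAMRA/BHQ-2, and 525/598 nm fluorescence read kinetically. Activity taken as third-minus-first read difference, normalized to DMSO and NSC13755 controls.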
12-LOX inh – blocks human arachidonate 12S-lipoxygenase; purified 12hLO, xylenol orange hydroperoxide absorbance; hit rate 1.1% among 580,000; P18054; Potency, µM (highest dose often 108 µM), for the others: at the highest dose activity change, negative = inhibition, most hits filed as inhibitors; further: potency means the concentration at half of the fitted maximal effect; on the % scale 0 is the no-effect control and ±100 the full control effect
Target sequence (P18054 whole entry, looked up): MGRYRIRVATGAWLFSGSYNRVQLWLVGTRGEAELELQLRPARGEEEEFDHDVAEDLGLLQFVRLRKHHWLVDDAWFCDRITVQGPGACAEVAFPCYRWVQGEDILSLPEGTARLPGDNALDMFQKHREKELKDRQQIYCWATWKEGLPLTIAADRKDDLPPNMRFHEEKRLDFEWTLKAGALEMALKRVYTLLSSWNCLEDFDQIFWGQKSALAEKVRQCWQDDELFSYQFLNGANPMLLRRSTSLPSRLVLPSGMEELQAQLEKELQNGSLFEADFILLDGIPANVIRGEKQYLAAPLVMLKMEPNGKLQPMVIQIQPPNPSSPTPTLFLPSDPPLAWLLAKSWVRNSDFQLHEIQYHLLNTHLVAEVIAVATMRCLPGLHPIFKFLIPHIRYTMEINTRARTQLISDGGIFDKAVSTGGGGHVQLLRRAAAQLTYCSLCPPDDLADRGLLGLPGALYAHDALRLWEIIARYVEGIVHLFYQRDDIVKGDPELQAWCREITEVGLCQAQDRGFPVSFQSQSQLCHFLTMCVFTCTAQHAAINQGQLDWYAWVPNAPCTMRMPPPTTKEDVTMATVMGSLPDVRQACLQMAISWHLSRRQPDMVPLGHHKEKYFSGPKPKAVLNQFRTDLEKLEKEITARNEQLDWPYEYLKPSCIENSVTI
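Purified human 12hLO (150 nM final) in 25 mM Hepes, 0.01% Triton X-100, pH 7.0 was preincubated 15 min at room temperature with compound. Then 40 uM arachidonic acid was added, 30 min. Hydroperoxide was read by Fe-XO absorbance ratio 573/405 nm.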
RGS4 inhibitor – blocks human RGS4-accelerated GTP hydrolysis | P49798 | hit rate 0.039% among 390,000 | Potency, µM (highest dose often 114 µM), for inactives: at the top dose activity change, negative = inhibition, usual class: inhibitors | Transcreener GDP fluorescence polarization, RGS4-accelerated GTP hydrolysis; further: potency means the concentration at half of the fitted maximal effect; on the % scale 0 is the no-effect control and ±100 the full control effect; nearly all actives have a fitted effect of over 75% in size; some results filed as inactive show a strong effect at the top dose
Target sequence (P49798 whole entry, looked up): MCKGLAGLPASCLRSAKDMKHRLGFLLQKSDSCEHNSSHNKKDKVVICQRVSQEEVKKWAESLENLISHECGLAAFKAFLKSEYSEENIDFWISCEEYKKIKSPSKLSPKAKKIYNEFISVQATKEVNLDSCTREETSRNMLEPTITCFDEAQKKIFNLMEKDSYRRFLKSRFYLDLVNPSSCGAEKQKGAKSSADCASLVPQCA
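MLSMR compounds (23 nl, pin-transferred) preincubated 10 min at room temperature with a 500nM (2x) first reagent, then RGS4 at 900nM (2x) plus Transcreener GDP mix added; fluorescence polarization (620/688 nm) read before and after 90 min at 30 °C.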
POLB inh – blocks human DNA polymerase beta activity | P06746 | Pol beta primer extension/strand displacement, fluorescence kinetic | Potency, µM (doses to about 114 µM), for the others: at the highest dose activity change, negative = inhibition, hits mostly inhibitors | hit rate 1.3% among 340,000; further: potency means the concentration at half of the fitted maximal effect; on the % scale 0 is the no-effect control and ±100 the full control effect
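Human Pol beta at 10 nM; strand-displacement substrate 50 nM final. Compound exposure 15 min at room temperature before start, reaction 10 min at room temperature.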
Pol kappa inh – inhibitors of human DNA polymerase kappa; Q9UBT6; purified Pol kappa, fluorescent DNA synthesis assay, 10 min; hit rate 0.53% among 400,000; AID 588579; Potency, µM (top dose mostly 107 µM), inactives show at the top dose activity, negative = inhibition, most hits filed as inhibitors; further: potency means the concentration at half of the fitted maximal effect; on the % scale 0 is the no-effect control and ±100 the full control effect
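50 nM final substrate added after 15 min RT preincubation of 10 nM Pol kappa with compound; fluorescence read at 0 and 10 min.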
LDHA inh – inhibitors of human lactate dehydrogenase A; P00338; purified LDHA, NADH/diaphorase-resazurin fluorescence; hits give low values; activity change, % (values are at about 110 or 230 µM); hit rate 0.15% among 480,000; in the data active means activity change below about -30%; inconclusive means mostly about -25% to -30%;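 further: plate controls were DMSO wells for no effect and wells without enzyme for full effect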
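Remaining NADH was detected by diaphorase (0.133 mg/mL) converting 37 µM resazurin to fluorescent resorufin, read at 0 and 20 minutes. The preceding 5-minute room-temperature reaction used 2 nM LDHA, 0.2 mM sodium pyruvate and 0.06 mM NADH at pH 7.4.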
ERG-DNA inh – ERG Ets/DNA interaction inhibition. Potency, µM (titrated, usually from 76.9 µM), inactives show at the highest dose FP activity, negative = inhibition, usual class: inhibitors. fluorescence polarization, His-ERG Ets domain / labelled DNA. hit rate 0.028% among 370,000. P11308; active means well fitted inhibition curve with a large enough effect in the polarisation, with a control signal flat; inconclusive means small, poorly fitted or top-dose-only effect, or effect the other way, or a change in a side signal; inactive means no such curve, though single readings can be large or run the other way; the % refers to the polarisation;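 further: polarization taken with two DNA probes labelled with fluorescein and Texas red; potency means the concentration at half of the fitted maximal effect; % of control where 0% means no effect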
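His-tagged ERG Ets domain (1 uM in the protein solution; 300mM KCl, 50mM Tris-HCl, 1mM EDTA, 1mM DTT, pH 7.5) received compound, then a probe mix of 5 nM fluorescein-DNA and 100nM Texas-615-DNA. Fluorescence polarization was read for both dyes.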
An asterisk follows results filed as active; ? = inconclusive; · = not tested or not shown; & = joins results of further samples; [ ] = dose if it differs, or a comment. Unless noted, the call rests on the fitted dose curve; in most records, active means well fitted curve in the direction sought with a large enough effect; inconclusive means small, poorly fitted or top-dose-only effect, or another doubt; inactive means no such curve, though single readings can be large; an effect the other way counts as inactive or inconclusive. Only part of the results is shown; rates above refer to the full screens.

SMILES	Anesthetic bind	Pol eta inh	APEX1 inh	12-LOX inh	RGS4 inhibitor	POLB inh	Pol kappa inh	LDHA inh	ERG-DNA inh
O=C(Cn1c(=O)n(Cc2nc(-c3ccccc3)no2)c(=O)c2ccccc21)Nc1cccc(Cl)c1	-10%	-17%	·	-3%	-6%	-1%	-2%	-2	1%
O=C(c1ccc(-c2nnc(Nc3cccc(Cl)c3)c3ccccc23)cc1)N1C[C@H]2C[C@H](C1)c1cccc(=O)n1C2	30%	?	-3%	18%	?	-1%	3%	7	-1%
O=C(Cc1ccc(F)cc1)N/N=C/c1ccncc1	-10%	-21%	3%	21%	-30%	33%	-8%	-5	5%
O=C(NCc1ccccc1)c1nnc(Cc2cccc(F)c2)o1	-6%	0%	·	-18%	10%	-3%	1%	1	0%
c1ccc(-n2nnnc2Sc2n[nH]c(-c3ccncc3)n2)cc1	-16%	-4%	1%	-16%	-2%	-2%	0%	1	-5%
Cc1nc2c(C)cccn2c(=O)c1NC(=O)c1cccs1	·	4%	-16%	-3%	7%	·	4%	-7	-6%
CCCCC(CC(O)COCC(C)C)C(=O)NNC(=S)Nc1ccccc1 (centres undefined)	-3%	-13%	3%	-11%	-20%	4%	10%	-1	-4%
CC(C)[C@H](NC(=O)c1ccc(F)cc1)C(=O)NC1=NCCS1	-4%	-16%	16%	?	-10%	22%	-7%	0	-4%
CCN(CC)CCNC(=O)c1ccc(NC(=O)c2cccc(-n3cnnn3)c2)cc1	·	-7%	-8%	-25%	1%	·	3%	-10	5%
OC[C@@H]1[C@@H](c2ccc(Cl)cc2)C(c2cccc(Cl)c2)=NN1c1ccccc1	386%[activator][110 µM]	-16%	-7%&-8%	-28%	-12%	·	-6%	1	17%
COc1ccccc1NC(=O)NCCN1CCN(C(=O)Nc2ccccc2OC)CC1	1%	-8%	-7%	-1%	21%	13%	-2%	-11	20%
CCc1ccc2c(c1)C(=O)CCC2	·	-5%	·	-3%	0%	·	-1%	8	-3%
Cc1ccc(C)c(N2CCN(C(=O)CCC(=O)Nc3ccc4nc(N5CCCCC5)cc(C)c4c3)CC2)c1	456%[activator]	-14%	·	0%	11%	7%	-8%	-2	-10%
CCn1ncc(Br)c1C(=O)Nc1ccc(F)cc1F	1%	-9%	5%	2%	0%	0%	4%	4	2%
CC1(C)CC(=O)C(C=NCCN2CCN(C(=O)c3ccc(Br)cc3)CC2)=C(O)C1	-8%	11%	18%	14%	17%	10%	0%	-1	4%
COC(=O)[C@@]12CCCN1[C@H](c1ccc(-c3ccc4c(c3)OCO4)c(OC)c1)[C@H]1C(=O)N(C)C(=O)[C@H]12	·	-11%	65%[activator]	?	24%	·	-2%	-11	1%
O=c1oc2ccccc2cc1-c1nc(-c2ccccc2)no1	-12%	-16%	4%	·	-32%	-24%	5%	-1	-2%
COCCNC(=S)NC1CC2CCCC(C1)N2Cc1cccs1 (centres undefined)	-6%	0%	16%	3%	12%	22%	-17%	-1	·
Fc1ccc(-[n+]2nc(Nc3ccccc3)sc2-c2c3ccccc3cc3ccccc23)cc1	?	-12%	20%	?	-8%	8%	-4%	-1	-25%
CN(C)CCCNC(=S)N1CCC(c2nc3ccccc3[nH]2)CC1	-7%	2%	18%	20%	15%	1%	-23%	1	3%
Cc1ccc(NC(=O)c2cc(S(=O)(=O)N(C)C)ccc2N2CCCC2)cc1F	3%	-19%	1%	70%[activator]	16%	-1%	-7%	-10	5%
CN(C)c1ccc(C(=O)Nc2ccc(S(=O)(=O)NC3=NCCCCC3)cc2)cc1	55%[activator]	?	4%	-12%	-44%	?	-7%	?	-7%
CN(C(=O)Cn1c(=O)n(CCC(=O)NCc2ccc3c(c2)OCO3)c(=O)c2sccc21)c1ccccc1	-12%	-9%	·	0%	15%	4%	-3%	-5	2%
CC(=O)NCCSCCNC(C)=O	-2%	-11%	3%	-18%	-15%[56.9 µM]	15%	-5%	-4	2%
NC(=O)C1CC=CCC1C(=O)OCC(Cl)=C(Cl)Cl (centres undefined)	?	-10%	23%	?	1%	15%	-4%	25	-7%
Cc1cnc(NC(=O)CSc2nnc(-c3ccc(Cl)cc3Cl)n2N)s1	-1%	-17%	1%	?	-44%	-3%	-3%	-1	2%
COc1cc2c(cc1OC)C(C)N(C(=O)C1=NN(c3cccc(C)c3)C(=O)CC1)CC2 (centres undefined)	3%	-18%	49%	23%	-7%	-14%	-4%	0	-8%
O=C(Nc1ccccc1Cl)c1sc2cccc(Cl)c2c1Cl	-4%	17%	·	-3%	-4%	-10%	-6%	-4	0%
O=C(NC1CCCCC1)C(c1cccs1)N(C(=O)c1ccccn1)c1ccccc1 (centres undefined)	6%	-16%	17%	-3%	-2%	-2%	-2%	0	20%
O=C(O)c1ccccc1-c1ccccc1C(=O)NCc1ccccc1Cl	-4%	4%	40%	52%[activator]	19%	-28%	-6%	-11	1%
Cc1ccn2cc(-c3cccc(NC(=O)C(C)C)c3)nc2c1	-5%	-9%	?	2%	0%[11.4 µM]	3%	-3%[60.1 µM]	-1	11%
COc1ccc(S(=O)(=O)N2CCN(Cc3ccc4c(c3)OCO4)CC2)cc1F	7%	-13%	-8%	3%	-11%	29%	-10%	3	6%
NC(=O)c1cnn(Cc2ccc(Cl)cc2)c1N	?	1%	1%	-24%	-7%	27%	4%	-6	10%
CC1CCN(C(=O)CCc2ccc(Oc3cc([N+](=O)[O-])cc([N+](=O)[O-])c3)cc2)CC1	-16%	-22%	2%	-26%	-32%	1%	-16%	-3	12%
COc1ccccc1OCc1nc2ccccc2s1	?	-18%	-6%	5%	20%[11.4 µM]	16%	-10%	-1	-5%
O=C(Cn1c(=O)n(Cc2cccs2)c(=O)c2cccnc21)Nc1ccccc1F	-9%	-4%	·	-20%	4%	1%	8%	-1	1%
COc1ccc(N2CCN(C(=O)c3cc4c(s3)CCCCC4)CC2)cc1	·	-20%	-3%	-5%	-42%	·	11%	4	2%
Cc1ccc2nc(NC(=O)CN3CCN(c4ccccn4)CC3)sc2c1	3%	-5%	1%	-1%	8%[56.9 µM]	2%	-12%	-9	-7%
Cc1ccc(-c2nn(-c3ccccc3)cc2C2SCC(=O)N2Cc2ccccc2)o1 (centres undefined)	-2%	-17%	11%	32µM*	?	0%	-33%	1	7%
CCOCCCNC(=O)C(c1ccc(C)cc1)N(Cc1cccs1)C(=O)c1ccccc1O (centres undefined)	-12%	6%	-10%	-17%	-13%	-1%	?	-1	13%
Cc1ccc(CCNC(=O)c2ccc3c(c2)N(Cc2ccccc2)C(=O)c2ccccc2S3=O)cc1 (centres undefined)	-23%	-11%	·	5%	-19%	-6%	-8%	-1	-6%
COC(=O)c1ccc(C(=O)Nc2nnc(-c3cccnc3)o2)cc1	-6%	·	-1%	4%	·	8%	·	·	·
CC(C)N1CC(COc2ccc(Cl)cc2Cl)OC1=O (centres undefined)	4%	1%	3%	1%	27%	39%	-6%	-6	0%
O=C(Nc1ccc(Cl)cc1)c1cc(S(=O)(=O)NC2CCCCCC2)ccc1F	?	-16%	·	?	-4%	-20%	1%[60.1 µM]	7	-1%
CC12CCC(C(N)C1=O)C2(C)C (centres undefined)	·	-19%	·	?	9%	·	-12%	-1	2%
O=C(Cn1c(=O)nc(-c2ccccc2)c2cc(Cl)ccc21)NCc1ccc(Cl)cc1	-10%	-7%	·	0%	-5%	7%	-1%	-8	-6%
CCCC(CCC)C(=O)Nc1cccc(-c2cn3c(n2)SCC3)c1	-1%	-15%	-9%	5%	-21%	12%	2%	0	-3%
CCOc1ccc(/C=C/c2nc(C#N)c(N3CCCCCC3)o2)cc1	62%[activator]	-16%	·	-18%	14%	-14%	-19%	-4	6%
CCOc1ccc(CCNC(=O)C2CCN(c3ncnc4c3nc3n4CCCCC3)CC2)cc1	0%	-6%	·	13%	-17%	0%	-15%	1	4%
COCCNC(=O)c1ccccc1NS(=O)(=O)c1ccc(C)c([N+](=O)[O-])c1	-8%	-11%	0%	-11%	0%	15%	1%	1	0%
COc1ccc(NS(=O)(=O)c2ccc(-n3cccn3)cc2)cc1OC	0%	-11%	·	-17%	11%	19%	-11%[60.1 µM]	-11	-4%
Clc1ccc(-c2nnc(SCc3nc(-c4ccccc4)no3)o2)cc1	-13%	-16%	2%	20%[57.4 µM]	-9%	0%	-10%	0	-4%
Cc1cc(C)c(NC(=O)Nc2sc3nc4n(c(=O)c3c2C)CCC(C)CC4)c(C)c1 (centres undefined)	39%[activator]	-3%	·	?	30%	0%	-3%	-12	-2%
Cc1ccc(OCc2cc(C(=O)NCC(C)c3ccccc3)no2)cc1C (centres undefined)	-24%	-6%	1%	·	-29%	10%	-9%	-5	-3%
Cc1nc(C(=O)NNC(=O)c2cccc(Cl)c2)c(C(F)(F)F)o1	1%	-17%	-1%	20%	-15%	11%	3%	3	-2%

Three compounds from above, arranged by number of heavy atoms, largest number first.
SMILES	Anesthetic bind	Pol eta inh	APEX1 inh	12-LOX inh	RGS4 inhibitor	POLB inh	Pol kappa inh	LDHA inh	ERG-DNA inh
CCOc1ccc(CCNC(=O)C2CCN(c3ncnc4c3nc3n4CCCCC3)CC2)cc1	0%	-6%	·	13%	-17%	0%	-15%	1	4%
Cc1ccc(OCc2cc(C(=O)NCC(C)c3ccccc3)no2)cc1C (centres undefined)	-24%	-6%	1%	·	-29%	10%	-9%	-5	-3%
COc1ccc(NS(=O)(=O)c2ccc(-n3cccn3)cc2)cc1OC	0%	-11%	·	-17%	11%	19%	-11%[60.1 µM]	-11	-4%

Source: PubChem BioAssay (National Center for Advancing Translational Sciences (NCATS))
